Screens: PubChem, Johns Hopkins Ion Channel Center
Kir21 inh: inhibitors of mouse Kir2.1 inward-rectifier potassium channel; HEK293-Kir2.1, FluxOR thallium flux fluorescence; active compounds read low; B-score at 10 µM; 0.85% of 310,000 active; AID 1672, 2009;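 active = fluorescence ratio B-score at or below minus 3 SD of library scores, with starting-brightness B-score within 2 SD, cut at about -4.2 in these data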;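 note: channel flux triggered by added potassium and thallium sulfate stimulus; B-score of peak minus minimum fluorescence over baseline after thallium stimulus; more negative B-score means stronger Kir2.1 block with less thallium influx; some compounds called inactive have numbers as strong as hits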
KCNQ2 block: KCNQ2 potassium channel inhibitors, primary screen, cell-based, CHO-K1, FluxOR thallium flux, B-score (AID 2156) | Potassium voltage-gated channel subfamily KQT member 2 (Rattus norvegicus), O88943 | 20 min; active compounds read low | B-score at 10 µM | 1.1% of 310,000 active;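 active = fluorescence ratio B-score at most minus 3 library SDs, with starting brightness B-score within 2 library SDs, cut at about -5.5 in these data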
Target sequence (O88943 whole entry, looked up): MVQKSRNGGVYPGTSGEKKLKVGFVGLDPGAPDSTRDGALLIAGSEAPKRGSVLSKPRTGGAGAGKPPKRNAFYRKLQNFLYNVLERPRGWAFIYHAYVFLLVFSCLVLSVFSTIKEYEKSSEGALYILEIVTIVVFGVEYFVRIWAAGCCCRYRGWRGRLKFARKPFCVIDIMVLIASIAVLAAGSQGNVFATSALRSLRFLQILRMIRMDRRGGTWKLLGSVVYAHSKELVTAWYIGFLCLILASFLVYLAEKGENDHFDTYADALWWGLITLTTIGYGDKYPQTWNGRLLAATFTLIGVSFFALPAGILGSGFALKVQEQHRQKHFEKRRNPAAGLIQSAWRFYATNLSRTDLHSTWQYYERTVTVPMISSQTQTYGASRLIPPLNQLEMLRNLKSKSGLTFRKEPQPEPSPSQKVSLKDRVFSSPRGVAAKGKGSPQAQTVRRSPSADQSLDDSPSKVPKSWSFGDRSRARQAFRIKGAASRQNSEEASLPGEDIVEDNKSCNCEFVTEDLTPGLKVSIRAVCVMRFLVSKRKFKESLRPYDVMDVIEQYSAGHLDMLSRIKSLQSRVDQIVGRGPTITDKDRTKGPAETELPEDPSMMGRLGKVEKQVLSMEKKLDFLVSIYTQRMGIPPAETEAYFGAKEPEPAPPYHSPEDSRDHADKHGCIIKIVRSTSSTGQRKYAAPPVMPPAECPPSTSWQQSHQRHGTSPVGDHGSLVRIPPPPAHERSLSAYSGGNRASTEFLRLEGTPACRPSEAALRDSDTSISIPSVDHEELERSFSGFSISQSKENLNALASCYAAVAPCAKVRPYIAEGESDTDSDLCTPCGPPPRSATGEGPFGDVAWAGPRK
* hit, by the source's call; i = inactive.

SMILES	Kir21 inh	KCNQ2 block
Cc1cc(C)n(-c2nnc3n2N=C(c2ccccc2)CS3)n1	1.3	i
CCOC(=O)N1CCN(S(=O)(=O)c2ccc3c(c2)CCN3C(=O)C2CC2)CC1	0.28	i
Cc1cccc(C)c1NC(=O)CN(C1CCCCC1)S(C)(=O)=O	0.62	i
CCCCOc1ccc(C(=O)NN2CCOCC2)cc1	-1.1	i
COc1cc(CN2CCCN(C)CC2)cc([N+](=O)[O-])c1O	1.7	i
CN(C(=O)CC1C(=O)NCCN1Cc1ccccc1F)C1CCOCC1 (stereo unspecified)	0.82	i
CCCS(=O)(=O)N1CCCC(C(=O)NCCN(CC)c2ccccc2)C1 (stereo unspecified)	0	i
N#CCCn1cc(C(CC(=O)c2ccc(Br)cc2)C(=O)O)c2ccccc21 (stereo unspecified)	0.25	i
CCOc1ccccc1NC1=C(Cl)C(=O)N(Cc2ccccc2)C1=O	-1.5	i
C=CCC(CC)C(=O)NC(=O)N1CCCc2ccccc21 (stereo unspecified)	0.09	i
CN(C)C(=O)c1c([N+](=O)[O-])ncn1C	2	i
O=C1CN(C(=O)c2ccc(Br)o2)C(c2ccccc2)c2cc(F)ccc2N1 (stereo unspecified)	-1.1	i
CC(C)(C)NS(=O)(=O)c1ccc(CCC(=O)Nc2ccc3c(c2)OCCO3)cc1	0.12	i
O=C(Cn1nc(C(=O)O)c2ccccc2c1=O)Nc1ccc2c(c1)C(=O)c1ccccc1C2=O	-0.57	i
CCC(=O)Nc1ccccc1C(=O)OCC(=O)c1ccccc1	2.4	i
Cc1ccc(C(=O)COc2nc(C)nc3ccccc23)cc1	1.1	i
O=C(NC1CCSC1=O)c1ccccc1 (stereo unspecified)	-1	i
CCC(C)c1ccc(NC(=S)NCCn2cc(Br)cn2)cc1 (stereo unspecified)	-0.42	i
c1csc(C(c2nnnn2C2CCCC2)N2CCOCC2)c1 (stereo unspecified)	-0.37	i
Cc1ccc2c(c1)cc(CN(CCc1ccccc1)C(=O)N1CCOCC1)c1nnnn12	-3.2	i

7 entries from above, as comma-separated lines.
SMILES,Kir21 inh,KCNQ2 block
Cc1ccc(C(=O)COc2nc(C)nc3ccccc23)cc1,1.1,i
O=C(Cn1nc(C(=O)O)c2ccccc2c1=O)Nc1ccc2c(c1)C(=O)c1ccccc1C2=O,-0.57,i
CCC(C)c1ccc(NC(=S)NCCn2cc(Br)cn2)cc1 (stereo unspecified),-0.42,i
CC(C)(C)NS(=O)(=O)c1ccc(CCC(=O)Nc2ccc3c(c2)OCCO3)cc1,0.12,i
Cc1ccc2c(c1)cc(CN(CCc1ccccc1)C(=O)N1CCOCC1)c1nnnn12,-3.2,i
O=C(NC1CCSC1=O)c1ccccc1 (stereo unspecified),-1,i
CCC(=O)Nc1ccccc1C(=O)OCC(=O)c1ccccc1,2.4,i

Other compounds:
SMILES	Kir21 inh	KCNQ2 block
O=C(NC(NC(=O)c1ccccc1)C(=O)c1ccccc1)c1ccccc1	0.64	i
CN1C(C)(C)CC(NC(=O)CCC(=O)NC2CC(C)(C)N(C)C(C)(C)C2)CC1(C)C	2.7	i
CC(C)c1ccc(NC2CCCN(C(=O)CCN3CCCCC3=O)C2)cc1 (stereo unspecified)	0.03	i
COc1cc(C#N)ccc1OC(=O)C1CCN(C(=O)c2ccc(F)cc2)CC1	0.24	i
COC(=O)c1cc(NC(=O)c2c(F)c(F)c(F)c(F)c2F)cc(C(=O)OC)c1	-0.5	i
N#Cc1ccc(/C=C2\CCn3c2nc2cc(C(=O)O)ccc2c3=O)cc1	0	i
CCCCCCCCNc1ncnc2ccccc12	-8*	i
Cc1ccc(S(=O)(=O)NCCSC(C)(C)C)cc1	0.02	i
Cc1cc(NC(=O)CSc2nnnn2C2CCCC2)no1	-1.3	i
COc1ccc(S(=O)(=O)Nc2cccc(-n3cnnn3)c2)cc1	1	i
COc1ccc(C2=CSC3=NCCN23)cc1[N+](=O)[O-]	0.49	i
Cc1cccc(-c2noc(-c3ccno3)n2)c1	-0.03	i
Nc1nc(SCC(=O)Nc2ccc(Br)cc2F)n[nH]1	1.4	i
Cc1ccc(CN(Cc2cc3cc4c(cc3[nH]c2=O)OCCO4)Cc2nnnn2Cc2ccco2)cc1	0.48	i
CN1C(=S)SC(/[N+]([O-])=C\c2ccccc2F)C1(C)C (stereo unspecified)	-1.2	i
C[N+]1(CCOc2ccc([N+](=O)[O-])cc2)CCOCC1	-0.88	i
O=C(NN1C(=O)/C(=C\c2cccnc2)SC1=S)C(c1ccccc1)c1ccccc1	-0.17	i
CCCC(=O)Nc1cc(C)c(NC(=O)c2ccccn2)cn1	-0.08	i
CC/C(=N\NC(N)=O)c1ccc(OC(F)F)cc1	0.59	i
O=C(/C=C/c1ccc2c(c1)OCO2)Nc1nc2ccccc2s1	0.34	i
Cc1cccc(N(C(=O)c2sc(C)nc2C)C(C(=O)NCC2CCCO2)c2ccccc2)c1 (stereo unspecified)	1	i
CCNc1nc(NCC)nc(N/N=C/c2ccc(O)c(OC)c2)n1	0.43	i
O=C1c2ccccc2C(=O)N1CCC(c1ccc(F)cc1)c1ccco1 (stereo unspecified)	-4.8*	i
CC(CCN1CCOCC1)c1ccccc1 (stereo unspecified)	-0.99	i
CCc1occc(=O)c1Oc1cc(NN2CCCCC2)c([N+](=O)[O-])cc1[N+](=O)[O-]	-1.1	i
O=C(NCCNc1nccc(C(F)(F)F)n1)c1cccc(C(F)(F)F)c1	-1.4	i
COc1cccc(CC2(CO)CCCN(Cc3cc4ccccc4[nH]3)C2)c1 (stereo unspecified)	-4.2*	i
Cc1ccccc1OCCCC(=O)Nc1ccccc1C(F)(F)F	1.9	i
CN(C)c1ccc(/C=N/NC(=O)c2cccc(C(=O)N/N=C/c3ccc(N(C)C)cc3)n2)cc1	1.2	i
Cc1noc(C)c1S(=O)(=O)N1CCC2(CC1)OCCO2	-2.2	i
c1ccc(-c2nc(NC3CC3)nc(-n3ccnc3)n2)cc1	-0.19	i
COc1cc(C(C(=O)NCC2CCCO2)N(C(=O)Cn2nnc3ccccc32)c2ccc(C(C)=O)cc2)ccc1O (stereo unspecified)	-0.73	i
Cc1cc(C)c(S(=O)(=O)N2CCCC2=O)c(C)c1	0.2	i
Cc1ccn2cc(-c3cccc(NC(=O)CCC(=O)O)c3)nc2c1	0.77	i
COc1cccc(C(=O)N2CCN(Cc3ccccc3[N+](=O)[O-])CC2)c1	-0.48	i
COc1cc2c(cc1OC)C(c1ccccc1O)NCC2 (stereo unspecified)	-0.04	i
O=C(CC1C(=O)NCCN1Cc1ccc(F)cc1Cl)NCc1ccon1 (stereo unspecified)	-2.6	i
COc1ccc(C2CC(c3ccc(OC)c(OC)c3)=NN2C(=O)c2ccccc2)cc1 (stereo unspecified)	-1.1	i
CCC(C)/C(C)=N/Nc1ccc(S(N)(=O)=O)cc1[N+](=O)[O-] (stereo unspecified)	-0.12	i
O=C(c1cc(-c2ccccc2)nn1-c1ccccc1)N1CCN(S(=O)(=O)c2ccc(F)cc2)CC1	1.2	i

Full records as entered above:
Cc1ccn2cc(-c3cccc(NC(=O)CCC(=O)O)c3)nc2c1 in the list: Kir21 inh = 0.77; KCNQ2 block = i
O=C(c1cc(-c2ccccc2)nn1-c1ccccc1)N1CCN(S(=O)(=O)c2ccc(F)cc2)CC1 in the list: Kir21 inh = 1.2; KCNQ2 block = i

New compounds follow
SMILES	Kir21 inh	KCNQ2 block
Cc1ccc(C(=O)Oc2cccc(NC(=O)c3cccs3)c2)cc1S(=O)(=O)N1CCOCC1	1.2	i
COc1ccc(C(C(=O)NC2CCCC2)N(C(=O)c2ccco2)c2cc3c(cc2C(C)=O)OCO3)cc1OC (stereo unspecified)	-1.1	i
Cc1onc(-c2ccccc2Cl)c1C(=O)Nc1nnc(Cc2ccc(Cl)cc2)s1	-0.03	i
O=c1oc2ccccc2c2c1nnn2CCO	-1.4	i
Cc1cc(C)n2nc(C(=O)Nc3nnc(C4CC4)s3)nc2n1	0.58	i
CN(C(=O)COC(=O)CNC(=O)C12CC3CC(CC(C3)C1)C2)C1CCS(=O)(=O)C1 (stereo unspecified)	1.5	i
CCN1CCN(C(CNS(=O)(=O)c2ccc(OC)c(C)c2)c2cccnc2)CC1 (stereo unspecified)	-0.77	i
O=C([C@H](O)c1ccccc1)N1CCC[C@H]1CO	0.13	i
CCOC(=O)/C(C#N)=C/c1c(N2CCN(Cc3ccc4c(c3)OCO4)CC2)nc2c(C)cccn2c1=O	0.42	i
O=C(CCNS(=O)(=O)c1cccc2nsnc12)NCCC1=CCCCC1	-1.4	i
CCC(=O)Nc1cccc(-c2cnc3ccccc3n2)c1	-0.06	i
COc1ccccc1C(=O)N1C(CC(=O)Nc2ccc(C)c(C)c2)C(=O)NC2CCCCC21 (stereo unspecified)	0.95	i
CC(=O)Nc1nnc(SCC(=O)N2CCN(Cc3ccccc3)CC2)s1	0.09	i
CC(C)(C)c1ccc(S(=O)(=O)NCC(=O)Nc2sc3c(c2C(N)=O)CCCC3)cc1	-0.02	i
CC(C)CC1C2C(=O)N(c3ccccc3)C(=O)C2ON1c1ccccc1 (stereo unspecified)	-0.27	i
COc1ccc(C(=S)N2CCN(C)CC2)cc1Br	-0.49	i
COc1ccc(CCNC(=O)CSc2nnnn2-c2ccccc2OC)cc1OC	-0.31	i
Cc1ccc(C(=O)N/N=C/c2ccc(-c3ccccc3[N+](=O)[O-])o2)cn1	-0.69	i
Fc1ccccc1NC(=S)Nc1ccc(Br)cc1	0.01	i
CN(C)C(=O)c1cc(C(=O)c2ccc(F)cc2Cl)c[nH]1	0.1	i
COc1ccccc1C(CC(=O)O)c1ccc2c(c1)OCO2 (stereo unspecified)	-0.04	i
CSC1=NCCN1C(=O)C(C)Oc1ccccc1 (stereo unspecified)	-0.83	i
Cc1ccnc(NC(=O)CSc2ccc3c(c2)OCCO3)c1	-2.5	i
Cc1ccccc1C(=O)Oc1ccc(Cl)cc1C(=S)N1CCOCC1	-1.7	i
O=c1c2ccc([N+](=O)[O-])c3cccc(c32)c2nc3ccccc3n12	1.3	i
Cc1cnn(CCC(=O)NNC(=S)Nc2ccccc2)c1	0.09	i
COc1ccc(C(=O)N2CCOC2CNC(=O)C(=O)NCCc2ccc(OC)c(OC)c2)cc1 (stereo unspecified)	-1.4	i
S=C(N/N=C/c1ccccc1Cl)Nc1ccccc1	-2.8	i
CC(C)C12CN3CC(C(C)C)(CN(C1)C3c1ccc([N+](=O)[O-])o1)C2=O (stereo unspecified)	0.04	i
Cc1c(-c2ccccc2)[n+](=O)c2c(n1[O-])CCCCC2	0.54	i
CC(C)c1ccc(S(=O)(=O)N2CCN(C(=O)C3CCCC3)CC2)cc1	0.39	i
CCSc1nc(-c2ccccc2)nc2c1CCCC2	-0.52	i
O=C(NNC1CC(=O)N(c2cccc(Cl)c2)C1=O)c1cccnc1 (stereo unspecified)	0.45	i
CC12CCC(C(=O)N3CCC(Cc4ccccc4)CC3)(C(=O)C1=O)C2(C)C (stereo unspecified)	-0.28	i
COc1cccc2sc(NNC(=O)COc3ccccc3)nc12	0.41	i
CC(C)N(C(=O)COC(=O)c1ccccc1C(=O)N1CCN(c2ccc(F)cc2)CC1)C(C)C	0.1	i
O=[N+]([O-])c1ccccc1OCC(O)CNC1CCCC1 (stereo unspecified)	-0.96	i
COc1ccc(-c2cc(C(=O)Nc3nc4c(C)cccc4s3)c3ccccc3n2)cc1OC	-2.6	i
CC1(C)Cc2ccccc2C(NNC(=O)c2ccccn2)=N1	0.23	i
COCCNC(=O)Nc1ccc2c(c1)N(C)C(=O)CS2	0.77	i
CCOC(=O)C1(S(=O)(=O)c2ccc(Cl)cc2)CCN(Cc2ccccc2)CC1	-1.2	i
O=C(OCc1nnc(-c2ccc(Br)cc2)o1)c1ccco1	0.84	i
CC(C)n1c(=O)c2c(O)cc(=O)oc2c2ccccc21	1.1	i
O=C(Cn1nnc(-c2ccccc2)n1)OC1CCOC1=O (stereo unspecified)	-0.38	i
CSc1nnc(CNS(=O)(=O)c2ccc(F)cc2)n1C	-0.67	i
CCCC(=O)Nc1ccc(NC(=O)c2ccccc2Cl)nc1	-0.91	i
CCOc1ccc2[nH]c3nc(SCC(=O)OC(C)C)nnc3c2c1	0.74	i
COc1cc2c(C)nc3c(c(C)nn3-c3ccccc3)c2cc1OC	0.69	i
CC(CNC(=O)c1cccs1)c1ccc([N+](=O)[O-])cc1 (stereo unspecified)	-0.89	i
O=C(NCCCc1ccncc1)C1CCC(=O)N(CCc2cccc(F)c2)C1 (stereo unspecified)	0.37	i

(listing goes on)
SMILES	Kir21 inh	KCNQ2 block
CC1(C)CC(=O)C2=C(C1)N=C1SCCC(=O)N1C2c1ccccc1 (stereo unspecified)	0.52	i
CCN(CC(=O)Nc1ccc2c(c1)OCCO2)C(=O)CSCC(=O)Nc1ccc(C)cc1	1.4	i
O=C(OCn1cncn1)c1ccc(Cl)cc1Cl	1.6	i
COc1ccc(OC)c(C2C(C(=O)c3cc4ccccc4o3)=C(O)C(=O)N2c2cc(C)on2)c1 (stereo unspecified)	0.1	i
CC1CC(C)CN(S(=O)(=O)c2ccc3oc(=O)ccc3c2)C1 (stereo unspecified)	-0.95	i

By substructure, those above with a cyano group.
SMILES	Kir21 inh	KCNQ2 block
N#CCCn1cc(C(CC(=O)c2ccc(Br)cc2)C(=O)O)c2ccccc21 (stereo unspecified)	0.25	i
COc1cc(C#N)ccc1OC(=O)C1CCN(C(=O)c2ccc(F)cc2)CC1	0.24	i
N#Cc1ccc(/C=C2\CCn3c2nc2cc(C(=O)O)ccc2c3=O)cc1	0	i
CCOC(=O)/C(C#N)=C/c1c(N2CCN(Cc3ccc4c(c3)OCO4)CC2)nc2c(C)cccn2c1=O	0.42	i
